# XiGFP reactiv – activators of X-chromosome reactivation in mouse fibroblasts. XiGFP mouse fibroblasts, % GFP-positive cells imaging, 3 d; cells co-treated with 5-aza-dC sensitizer; scaled so ellipticine positive control = 100%. activation, % at 7.58 µM. actives 0.055% (n = 360,000);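 active = mean normalized replicate activation at least 10% and every replicate at or above 10%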;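 note: 0% = median of on-plate neutral control wells and 100% = ellipticine 6 µM median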
#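 Schedule: 3 d treatment, 15 min room-temperature fixation; system: 68-5-11 XiGFP fibroblast line; buffer or medium: DMEM plus 5-aza-dC sensitizer; control set: ellipticine 6 µM positive control; compound: one concentration, pinned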
# esBAF inh – SWI/SNF esBAF complex inhibition | mouse ES cells, Bmi1-luciferase knock-in reporter, 24 h; 100% = twice the neutral-well signal | actives 2% (n = 350,000) | AID 602393 | reporter increase, % at 12.5 µM; in the data active = activation above about 40%;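 note: 0% = median of the plate's neutral control wells and 100% = double that signal; a rise in the Bmi1 reporter signal indicates esBAF inhibition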
# ARNT TACC3 PPI – disruptors of human ARNT/TACC3 interaction. AID 623870. AlphaScreen His-ARNT PAS-B/GST-TACC3 binding, luminescence; TACC3 fragment carries E629A point mutation. inhibition, % at 9.99 µM. Q9Y6A5. actives 0.66% (n = 390,000);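 active = mean inhibition of replicates at least 50% and at least half of replicates each reaching 50%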;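 note: 0% = complete ARNT plus TACC3 wells and 100% = ARNT alone without TACC3; many hits fall short of the cut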
# ERAP1 inh – inhibitors of human ERAP1 aminopeptidase; Q9NZ08; recombinant ERAP1, Leu-AMC fluorescence, 60 min; inhibition, % at 10.7 µM; actives 0.15% (n = 340,000); AID 652197;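 active = mean replicate inhibition of at least 30%, or all replicates individually reaching that 30% level; inactive = mean below 30% and not every replicate reaching it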;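 note: 0% = neutral control wells and 100% = L-leucinethiol positive control wells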
# RAD52 anneal inh – RAD52 (human) annealing inhibition. AID 651710. inhibition, % at 18.7 µM. actives 0.46% (n = 360,000). recombinant RAD52 DNA annealing, FRET fluorescence. P43351;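 active = every replicate showing at least 50% inhibition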
# Target sequence (P43351 whole entry, looked up): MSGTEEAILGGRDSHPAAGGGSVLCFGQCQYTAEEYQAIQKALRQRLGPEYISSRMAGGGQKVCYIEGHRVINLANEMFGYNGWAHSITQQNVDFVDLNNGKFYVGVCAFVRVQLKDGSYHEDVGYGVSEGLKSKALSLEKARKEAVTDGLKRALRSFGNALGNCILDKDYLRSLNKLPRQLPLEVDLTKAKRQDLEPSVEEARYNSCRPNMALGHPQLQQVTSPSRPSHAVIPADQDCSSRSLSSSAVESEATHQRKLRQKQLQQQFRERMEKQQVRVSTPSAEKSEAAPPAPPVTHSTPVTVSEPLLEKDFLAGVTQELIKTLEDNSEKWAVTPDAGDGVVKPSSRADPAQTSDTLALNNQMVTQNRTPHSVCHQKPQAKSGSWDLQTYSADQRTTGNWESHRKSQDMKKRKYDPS
# INS-1E GSIS act – GLuc luminescence reporter in INS-1E cells, primary screen for activators of glucose-dependent secretion of insulin; INS-1E GLuc reporter insulin secretion, 2-3 h; actives 0.61% (n = 370,000); AID 743287; activation, % at 16.6 µM;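 active = lowest replicate activation of at least 40%, so every replicate reaches that level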;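 note: 0% = median of neutral control wells and 100% = median of IBMX positive control wells; some compounds called inactive have numbers as strong as hits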
# CFTR F508del cor – CFTR F508del correction in bronchial cells | CFBE cells, YFP halide quenching; stimulated with forskolin plus potentiator P3; % fluorescence drop versus neutral controls | activity (quench increase), % at 7.58 µM | actives 0.36% (n = 350,000) | AID 720511;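 active = mean added fluorescence quench of at least 8% versus neutral control, with both replicates also reaching 8%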;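 note: cells transiently co-express mutant CFTR-F508del with the halide-sensitive YFP; corrector assay measuring rescue of mutant channel to the surface after 24 h compound exposure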
# RAD54 inh – RAD54 (human) branch migration inhibition; Q92698; RAD54 Holliday junction branch migration, FAM/BHQ fluorescence; inhibition, % at 10.4 µM; actives 0.14% (n = 360,000); AID 602329;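 active = mean normalized replicate activity at least 40 and at least half of replicates scoring 40 or more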;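 note: 0% = median of neutral control wells and 100% = median of positive control wells; inhibitors cause a drop in the FAM fluorescence signal; in these data hits start at about 50%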
# An asterisk follows results filed as active; i = inactive; / = not tested or not shown. Compounds as they come; any-hit rate near 3.3%.
item	smiles	ARNT TACC3 PPI	RAD52 anneal inh	INS-1E GSIS act	XiGFP reactiv	RAD54 inh	ERAP1 inh	CFTR F508del cor	esBAF inh
1	COc1cccc(S(=O)(=O)N(C)C[C@@H]2Oc3ncc(C#Cc4ccc(F)cc4)cc3C(=O)N([C@H](C)CO)C[C@@H]2C)c1	6	3	-6	-1.0	-4	1	-4.0	-1
2	CCN(CC)CCCCN1c2ccccc2Sc2ccccc21	7	13	-39	0.0	-5	4	1.1	-6
3	O=C(Nc1ccc(C(F)(F)F)cc1)N[C@H]1CC[C@@H](CCn2cc(C3(O)CCCC3)nn2)O[C@@H]1CO	15	-8	-20	0.0	-5	-1	1.8	7
4	Clc1nc2ccccc2cc1-c1nnn(-c2ccccc2Br)n1	-3	-12	3	0.0	-15	1	2.8	41*
5	COc1cccc(-c2nc(CS(=O)(=O)CC(=O)Nc3ccccc3Br)c(C)o2)c1	-28	-7	-2	0.1	2	0	-0.2	-12
6	O=[N+]([O-])c1ccccc1S(=O)(=O)N1CCN(CC2CC3C=CC2C3)CC1 (centres undefined)	7	-16	-18	0.0	/	-2	0.2	-7
7	CCCCn1c(N)c(N(CC(C)C)C(=O)CC2CCCCC2)c(=O)[nH]c1=O	2	-3	-11	0.0	/	1	-1.9	/
8	CCC(=NNC(=O)c1cccc(S(=O)(=O)N2CCOCC2)c1)c1ccccc1	0	5	15	0.0	8	2	-2.5	7
9	O=c1[nH]c(=O)c2[nH]c(=S)n(-c3ccccc3)c2[nH]1	-7	-14	30	0.2	2	37*	1.0	-7
10	COC(=O)CNC(c1ccccc1)c1cc(C)ccc1NC(=O)CNC(=O)OCc1ccccc1 (centres undefined)	-2	/	-16	/	-2	/	/	3
11	CCOC(=O)c1cnc2c(cnn2C)c1NCCCn1ccnc1	8	-2	39	0.1	-10	-1	0.4	-9
12	CC(C)n1cnc2c(N(C)c3cccc(Cl)c3)nc(N(CCO)CCO)nc21	/	-13	-29	0.0	-15	-2	-0.3	0

# Another view of part of the listing above.
3. O=C(Nc1ccc(C(F)(F)F)cc1)N[C@H]1CC[C@@H](CCn2cc(C3(O)CCCC3)nn2)O[C@@H]1CO
4. Clc1nc2ccccc2cc1-c1nnn(-c2ccccc2Br)n1

assay / entry	3	4
ARNT TACC3 PPI	15	-3
RAD52 anneal inh	-8	-12
INS-1E GSIS act	-20	3
XiGFP reactiv	0.0	0.0
RAD54 inh	-5	-15
ERAP1 inh	-1	1
CFTR F508del cor	1.8	2.8
esBAF inh	7	41*

# New compounds follow
item	smiles	ARNT TACC3 PPI	RAD52 anneal inh	INS-1E GSIS act	XiGFP reactiv	RAD54 inh	ERAP1 inh	CFTR F508del cor	esBAF inh
13	COc1cc2c(cc1NC(=O)/C=C/c1ccccc1)oc1ccccc12	2	-9	-7	/	/	-2	-1.9	4
14	O=C(NC(c1ccc(-c2ccccc2)cc1)c1cnccn1)C1CCN(CCCOc2ccccc2)CC1 (centres undefined)	/	-97	/	0.1	-15	2	3.0	2
15	CC(C)(C)c1ccc(OCC(=O)N2CCN(c3ccccn3)CC2)cc1	/	-6	8	0.1	-3	0	3.8	5
16	CCOc1ccc(CCN2C(=S)N([C@@H](CC(C)C)CN3CCC[C@@H]3CN3C(=S)NC[C@@H]3CC(C)C)C[C@@H]2Cc2ccc(O)cc2)cc1	/	-9	5	0.7	0	-1	2.1	-9
17	CN(Cc1cn[nH]c1-c1ccc2c(c1)OCO2)C1CCOCC1	-3	-11	3	-0.1	-5	-2	-0.1	-5
18	CCc1noc(C)c1C(=O)OC(C)C(=O)Nc1ccc(Cl)cn1 (centres undefined)	1	-3	-14	-0.1	3	-1	5.9	-10
19	CNC(=O)C[C@@H]1CC[C@@H]2[C@H](COc3ccc(NC(=O)c4ccccc4F)cc3C(=O)N2C)O1	-10	/	1	0.1	-8	/	4.6	-2
20	O=C(COc1cccc(C(F)(F)F)c1)Nc1ccccc1N1CCCCC1	1	3	6	0.0	-2	4	2.2	-1
21	CC(C)CNC(=O)C1CCN(CC2CCCCC2)CC1	0	1	/	0.1	-1	-4	-0.3	1
22	COc1ccc(CNC(=O)CN(C(=O)c2csnn2)c2cccc3c2CCCC3)cc1	0	-6	-22	0.0	7	3	-0.1	3
23	O=C(CSc1nnc(-c2ccccc2)o1)NC(=O)Cc1ccccc1	-5	-9	28	-0.1	0	2	-0.5	13
24	O=C(CNC(=O)c1cccs1)NCC(=O)OCC(=O)c1ccc([N+](=O)[O-])cc1	-5	-1	6	0.0	/	1	-1.7	/
25	CN(C)CCCNC(CC(=O)Nc1cccc([N+](=O)[O-])c1)C(=O)O (centres undefined)	-55	-8	-5	0.1	-8	-2	0.2	/
26	Cc1nn(-c2ccccc2)c(C)c1NC(=O)COC(=O)c1ccc(NC(=O)CC#N)cc1	-2	-29	11	0.0	-11	0	-1.8	/
27	COc1ccc(NC(=O)c2ccc(-c3ccccc3C(F)(F)F)o2)cc1	-5	-11	/	0.1	1	5	0.9	26
28	C[C@@H]1CN([C@H](C)CO)C(=O)c2cc(NS(=O)(=O)c3cccs3)ccc2O[C@@H]1CN(C)Cc1ccc2c(c1)OCO2	-11	6	19	-0.7	5	-3	-0.7	-2
29	NS(=O)(=O)c1ccc(N/N=C/c2ccncc2)cc1	1	6	18	0.0	/	-3	6.2	15
30	O=C(NCc1cccnc1)c1ccc2c(c1)OCO2	2	-2	15	/	1	0	/	0
31	COc1ccc2c3c(n(C)c2c1)[C@@H](CO)N(Cc1ccccc1Cl)CC31CN(C(=O)CC2CC2)C1	/	-7	0	0.1	/	-2	-0.8	/
32	S=c1[nH]ccn1-c1ccc(Cl)cc1	-3	-17	9	0.0	3	-2	-3.6	-2
33	O=C(NCCc1ccccc1)C1=COCCO1	-4	-6	2	-0.1	7	1	1.6	48*
34	O=C(Nc1cc(Cl)ccn1)C1(c2ccccc2)CC1(Cl)Cl (centres undefined)	-2	6	/	-0.1	0	-1	-1.3	/
35	CCCSc1nnc(CSc2ncccn2)n1C	-2	-4	-5	0.4	/	4	0.9	/
36	COc1ccc(Br)cc1CNC(=O)C1CCN(S(=O)(=O)N2CCC(C)CC2)CC1	-1	2	-14	0.0	-4	-1	-0.1	2
37	CO[C@@H]1CN(C)C(=O)c2ccc(NS(=O)(=O)c3ccc(Cl)cc3)cc2OC[C@H](C)N(C)C[C@H]1C	-9	11	4	0.1	-1	-3	0.3	-2
38	Cc1nc(Nc2cccc(O)c2)c2c3c(sc2n1)CCC3	0	-12	9	-0.2	14	/	-2.4	/
39	C[C@H]1CN([C@@H](C)CO)C(=O)c2cccc(NC(=O)Nc3ccc4c(c3)OCO4)c2O[C@@H]1CN(C)C(=O)NC1CCCCC1	-9	-3	-1	-0.5	4	-4	0.3	4
40	COC(=O)C[C@@H]1C[C@@H]2c3cc(NC(=O)CC4CC4)ccc3O[C@@H]2[C@@H](CO)O1	5	-1	0	0.0	-1	1	0.7	-3
41	Cc1ccc(NC(=O)/C=N/OCC(=O)NCc2ccccc2Cl)cc1	-3	-19	15	0.3	-1	-3	0.3	/
42	OCCO	i	8	/	/	7	-4	1.0	-11
43	CC(C)C(N)c1csc(Nc2cc(Oc3ccccc3)ncn2)n1 (centres undefined)	/	1	-6	0.0	1	-2	1.0	-3
44	NC(=O)c1ccc(CN2CCc3ccccc3C2)cc1	-1	-5	13	0.0	0	1	-2.2	0
45	COc1ccccc1-n1ccnc(SCC(=O)NCc2ccccc2)c1=O	-5	2	9	0.1	-3	1	1.9	4
46	C[C@H]1CCCCO[C@H](CN(C)Cc2ccc3c(c2)OCO3)[C@@H](C)CN([C@@H](C)CO)C(=O)c2cc(NC(=O)Nc3cccc4ccccc34)ccc2O1	7	/	-17	0.2	-5	/	1.1	-5
47	CN(C)CCc1cc2c(c3c1ccc1ccccc13)OCO2	31	100*	/	0.4	95*	18	2.4	4
48	O=C(NCCN1CCOCC1)c1cc(-c2cccs2)on1	0	/	-16	/	0	/	/	37
49	CC(=O)NCCCOc1ccc([N+](=O)[O-])cc1Cl	1	-5	1	0.0	7	0	-1.2	23
50	CCN(CC)c1ccc(/C=N/N2CCN(Cc3ccc(C)cc3)CC2)c(O)c1	20	-7	-11	/	-3	0	1.1	-9
51	COC(=O)CSc1ccsc1C(=O)O	/	2	2	0.1	-10	0	3.7	0
52	COC(=O)c1cccc(NC(=O)Nc2ccccc2OC)c1	-5	-5	-18	0.9	/	-4	-5.0	/
53	CNC(=O)c1[nH]cnc1C(=O)NCC(=O)OC(C)(C)C	-5	-1	2	0.1	-3	3	-0.2	-1
54	N#CC1(c2cccc(Br)c2)C(=O)Nc2ccccc21 (centres undefined)	6	-1	-29	-0.7	6	2	-5.2	3
55	Cn1nc(C(=O)NCCc2ccc(Cl)cc2)c2c1-c1ccccc1S(=O)(=O)C2	-1	-4	4	0.0	11	-1	-2.8	4
56	O=C(C1CCOCC1)N1CC(=O)N2[C@@H](CO)[C@H](c3ccc(C4=CCCC4)cc3)[C@@H]2C1	/	-9	0	0.1	/	-3	-2.0	/
57	CN(C)c1nc(=S)nc(NCc2ccccc2)[nH]1	-4	-19	-8	0.0	/	3	/	/
58	CC(C)N1CCN(CC#Cc2ccccc2)CC1CCO (centres undefined)	/	-4	1	0.1	/	-5	-0.3	/
59	COCC(=O)Nc1ccc2c(c1)OC[C@H](C)N(Cc1ccccc1)C[C@@H](C)[C@@H](OC)CN(C)C2=O	4	12	-10	0.3	3	1	-1.0	1
60	Cc1ccc(NC(=O)c2sccc2C)nc1	3	-14	/	0.0	-4	-2	-2.0	-16
61	O=S1(=O)CCOC[C@H](Cc2ccccc2)N1Cc1ccccc1	-3	-5	6	0.7	-6	/	-1.2	-4
62	CC(C)NC(=O)Nc1ccc2c(c1)C(=O)N([C@H](C)CO)C[C@@H](C)[C@H](CN(C)C(=O)Nc1ccc(C(F)(F)F)cc1)OCCCC[C@@H](C)O2	-5	-12	-6	0.2	10	-3	7.7	19
63	Cc1cccc(C)c1NC(=S)N(CCN1CCCCCC1)Cc1ccco1	-4	-70	5	0.0	3	0	-2.8	3
64	COc1ccc(/C=C/C(=O)OCC(=O)N2CCCCCC2)c(OC)c1	-2	-1	10	0.3	-9	2	0.7	-3
65	CCCNC(=O)N(C)C[C@@H]1Oc2ncc(-c3ccccc3)cc2C(=O)N([C@@H](C)CO)C[C@H]1C	-8	-7	5	-1.3	4	-4	-1.6	-5
66	COc1ccc(CNc2ccc(C)cc2)cc1Br	-2	/	-34	/	-7	/	/	22
67	O=C(CCN1CCCC1)c1cccs1	2	-7	13	0.2	2	2	2.2	-3
68	C[C@@H]1CN([C@@H](C)CO)C(=O)c2cc(-c3cccc(F)c3)cnc2O[C@H]1CN(C)C(=O)Nc1cc(F)ccc1F	-4	3	-21	-0.8	-27	0	-4.3	7
69	COc1ccccc1CNC(=O)c1cc(-c2ccccc2)n(Cc2cc(C)no2)n1	-5	-11	-31	0.0	-4	-1	0.6	1
70	N=c1c2c(ncn1CCCO)Oc1cc(O)ccc1C2c1ccccc1 (centres undefined)	-3	-5	-2	0.0	6	1	-2.0	/
71	Cc1c(NS(=O)(=O)c2cccc([N+](=O)[O-])c2)c(=O)n(-c2ccccc2)n1C	0	-5	4	0.0	8	-1	0.5	-4
72	CC(=O)c1ccc(NC(=O)C(C)O/N=C(\N)c2ccccc2)cc1 (centres undefined)	-5	-8	-8	0.2	-9	-8	-0.6	8
73	Cc1cc(C)n2nc(SCC(=O)Nc3ccccc3)nc2n1	0	-6	5	0.1	-4	5	3.1	-8
74	CCc1nnc(NC(=O)c2cc(OC)c(OC)cc2[N+](=O)[O-])s1	-8	-1	2	0.2	/	0	0.9	/
